STK33 kinase inh = blocks human STK33 kinase activity; 0.073% of 320,000 active; inhibition, % at 10 µM; AID 2661; purified STK33, MBP phosphorylation, ADP-Glo luminescence;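 active = inhibition at or above 25%, using the most active replicate where run in duplicate; inactive = inhibition below 25%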
Target sequence (Q9BYT3 whole entry, looked up): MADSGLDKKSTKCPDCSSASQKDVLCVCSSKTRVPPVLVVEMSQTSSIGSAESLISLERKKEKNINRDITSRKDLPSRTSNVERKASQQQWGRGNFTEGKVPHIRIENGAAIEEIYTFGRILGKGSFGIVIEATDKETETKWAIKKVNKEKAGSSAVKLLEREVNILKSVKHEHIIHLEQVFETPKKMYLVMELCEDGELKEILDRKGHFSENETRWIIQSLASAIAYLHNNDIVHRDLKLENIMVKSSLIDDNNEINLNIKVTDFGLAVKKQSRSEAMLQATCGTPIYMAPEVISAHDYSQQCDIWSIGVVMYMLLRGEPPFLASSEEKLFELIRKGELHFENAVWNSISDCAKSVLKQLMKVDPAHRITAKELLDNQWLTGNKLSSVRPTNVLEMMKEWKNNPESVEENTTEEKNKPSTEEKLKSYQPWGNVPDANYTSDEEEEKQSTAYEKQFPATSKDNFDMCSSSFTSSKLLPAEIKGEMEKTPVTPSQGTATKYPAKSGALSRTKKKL
OX1R FRET antag = blocks the human orexin 1 receptor. O43613. OX1R-expressing cells, FRET antagonist read-out. AID 485270. inhibition, % at 6.6 µM. 1.8% of 330,000 active; in the data active = inhibition mostly above about 38%, no sharp cut-off; inactive = mostly below about 40%;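 note: 0% = agonist challenge alone and 100% = reference antagonist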
Target sequence (O43613 whole entry, looked up): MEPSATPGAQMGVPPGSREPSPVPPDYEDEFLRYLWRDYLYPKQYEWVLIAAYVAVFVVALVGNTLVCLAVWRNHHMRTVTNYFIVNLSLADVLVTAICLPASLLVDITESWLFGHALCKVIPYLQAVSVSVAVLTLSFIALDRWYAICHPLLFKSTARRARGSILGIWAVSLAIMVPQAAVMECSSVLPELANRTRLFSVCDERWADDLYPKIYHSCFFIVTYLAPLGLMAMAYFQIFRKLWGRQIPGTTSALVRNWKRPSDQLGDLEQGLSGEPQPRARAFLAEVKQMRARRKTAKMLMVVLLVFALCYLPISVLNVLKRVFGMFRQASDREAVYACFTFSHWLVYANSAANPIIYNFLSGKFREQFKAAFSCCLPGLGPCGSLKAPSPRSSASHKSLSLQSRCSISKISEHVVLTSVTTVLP
Starred values were filed as active, the others as inactive; . = not tested or not shown.

STK33 kinase inh,OX1R FRET antag,mol
-2.2,1,CC[C@]12c3[nH]c4ccccc4c3CCN1C(=O)C(CC(=O)NCCCOC)C[C@@H]2C(=O)N1CCN(C(=O)C2CC2)CC1 (some centres not stated)
0.2,15,Cc1onc(-c2ccccc2)c1CNC(=O)C1COc2ccccc2O1 (configuration not stated)
-2.6,8,COC(=O)CSc1nc2ccccc2o1
-0.2,2,CCN(CC)S(=O)(=O)c1ccc(C)c(NC(=O)COC(=O)C=C(C)C)c1
-1.7,35,CC(C)Cn1c(/C=C/c2ccccc2)nc2ccccc21
-1.0,21,Cc1ccc(NC(=O)CN(C)S(=O)(=O)c2cccs2)c(Br)c1
0.0,18,Cc1sc2nc(SCC(=O)N(C)c3ccccc3)n(C)c(=O)c2c1C
1.9,-1,Cc1noc(C)c1C(=O)Nc1ccc(Cl)cc1C(F)(F)F
0.2,25,O=C(CCSc1ccccc1)Nc1ccccc1C(=O)N1CCCC1
-0.3,22,COc1cc(-c2nc3oc4ccccc4c(=O)c3c(=O)n2Cc2ccco2)cc(OC)c1OC

(list continues)
STK33 kinase inh,OX1R FRET antag,mol
1.1,6,CC1CCc2c(sc(NC(=O)C3=COCCO3)c2C(N)=O)C1 (configuration not stated)
-0.6,21,Cc1cc(C)c(C(=O)CC2(O)C(=O)Nc3ccccc32)cc1C (configuration not stated)
-1.8,10,Cc1ccc(S(=O)(=O)Nc2nc(C)cc(-n3nc(C)cc3C)n2)cc1
-1.7,2,COc1cc2c(C#CCCO)c(-c3ccc(C#N)cc3)oc(=O)c2cc1OC
-1.5,29,Cc1ccc2nc(N3C(=O)C(O)=C(C(=O)c4ccco4)C3c3ccc(C)o3)sc2c1 (configuration not stated)
-1.5,.,COc1ccc2c(CC(=O)N[C@@H](Cc3ccccc3)C(=O)O)cc(=O)oc2c1C
-1.2,20,C=CCSc1n[nH]c2nc3c(c(=O)n12)C1(CCCC1)Cc1ccccc1-3
-0.8,11,COc1cc2cc(C(c3nnnn3C(C)(C)C)N3CCC(C)CC3)c(=O)[nH]c2cc1OC (configuration not stated)
0.1,11,Cn1cccc1/C=C1\SC(=S)N(Nc2ccccc2)C1=O
-2.5,22,CCN1CCN(C(=O)c2cc3c(-c4ccc(Cl)cc4)nn(C)c3s2)CC1

(more compounds)
STK33 kinase inh,OX1R FRET antag,mol
0.4,14,Cc1cccc(CSCCNC(=O)CCSc2ccccc2)c1
-1.1,23,O=C(NNc1cccc([N+](=O)[O-])c1)/C(=C\c1cccnc1)NC(=O)c1ccccc1
-2.2,31,COc1ccc2nc(C)cc(NCc3ccc(F)cc3)c2c1
-0.5,23,CCC(C)NS(=O)(=O)c1cccs1 (configuration not stated)
-1.9,10,CCOc1ccc(N2C(N)=NC(N)=NC2(C)C)cc1
0.4,26,CN(CC(=O)N1CCc2ccccc21)S(=O)(=O)c1cccs1
1.5,20,COc1cc2c3nnc(-c4ccc(F)cc4)c-3cn(Cc3ccc(F)cc3)c2cc1OC
4.6,21,O=S1(=O)CCN(Cc2csc(-c3cccs3)n2)CC1
-0.1,41,COC(=O)C(Cc1ccc(OC(=O)c2ccccc2C)cc1)N1Cc2ccccc2C1=O (configuration not stated)
0.7,16,CCn1c(SCC(=O)Nc2nncs2)nnc1-c1ccco1

Reprinted at random: 5 compounds from above
STK33 kinase inh,OX1R FRET antag,mol
0.4,14,Cc1cccc(CSCCNC(=O)CCSc2ccccc2)c1
0.4,26,CN(CC(=O)N1CCc2ccccc21)S(=O)(=O)c1cccs1
-1.1,23,O=C(NNc1cccc([N+](=O)[O-])c1)/C(=C\c1cccnc1)NC(=O)c1ccccc1
0.7,16,CCn1c(SCC(=O)Nc2nncs2)nnc1-c1ccco1
-2.2,31,COc1ccc2nc(C)cc(NCc3ccc(F)cc3)c2c1

The listing continues.
STK33 kinase inh,OX1R FRET antag,mol
0.2,3,O=C(COc1ccc(Br)cc1)Nc1nnc(C2CC2)s1
0.2,23,C/C(=N/NC(=O)CNC(=O)Cc1ccc(Cl)cc1)c1ccco1
-0.8,13,Cc1cc(C)nc(SCC(=O)N(C)CC(=O)Nc2c(Cl)cccc2Cl)n1
-1.7,-6,CN(CC(=O)NCCC1=CCCCC1)S(=O)(=O)c1ccc2c(c1)CCC(=O)N2
-0.9,15,CCC(C)(C)NC(=O)C(c1ccc(F)cc1)N(Cc1cccs1)C(=O)c1cnccn1 (configuration not stated)
-0.4,18,COc1ccc(/C=N/NC(=O)c2ccc(COCC(F)(F)C(F)F)cc2)cc1
-2.2,17,O=C(O)c1c[nH]c2ccc(S(=O)(=O)N3CCN(c4ccc(F)cc4)CC3)cc2c1=O
1.4,19,CCOc1ccc(C(=O)OCC(=O)NCc2ccco2)cc1OCC
-1.5,16,CC(Oc1ccc(Cl)cc1Cl)C(=O)OCn1nnc2ccccc2c1=O (configuration not stated)
-0.4,18,COc1cc(Cl)c(C)cc1NC(=O)c1cc(S(=O)(=O)N(C)C)ccc1N1CCCC1

More structures follow.
STK33 kinase inh,OX1R FRET antag,mol
-1.6,11,CC(=O)O[C@H]1CC[C@@]2(C)C(CCC3C2CC[C@]2(C)OC(=O)CCC32)C1 (some centres not stated)
-0.1,6,COCC(=O)N1CCC(n2nccc2NC(=O)CCOc2ccccc2)CC1
-0.9,-2,O=C(CCNC(=O)c1ccc(Cl)cc1)NN1C(=O)NC2(CCCCC2)C1=O
1.8,19,O=C(Nc1cccc2ncccc12)c1ccc2c(c1)OCCO2
0.2,6,CC1(C)C(=O)Nc2ccccc2N1C(=O)COC(=O)Cn1cnc2ccccc2c1=O
-1.4,12,CCn1c(SC)nnc1-c1ccc(S(=O)(=O)N2CCCCC2)cc1
0.9,14,Cc1ccc(-c2cc(C(=O)N3CCCCC3)c3ccccc3n2)cc1C
-0.4,27,COc1ccccc1C(=O)N1CCNC(=O)C1CC(=O)Nc1ccc(Cl)cc1 (configuration not stated)
0.4,4,Cc1cc(=O)oc2cc(NC(=O)COc3ccccc3[N+](=O)[O-])ccc12
-2.1,17,COc1ccc(N/C(N)=N/c2nc(CSc3ccc(C)cc3)cc(=O)[nH]2)cc1

New compounds follow:
STK33 kinase inh,OX1R FRET antag,mol
0.0,4,CC1CCCC(C)N1C(=O)COC(=O)c1ccc(O)cc1 (configuration not stated)
-1.3,46,O=S(=O)(c1ccc(Oc2ccc(Br)cc2)cc1)N1CCOCC1
0.1,2,COc1cccc(NC(=O)COC(=O)C2CC2)c1
-0.7,8,CN(CC(=O)Nc1ccccc1Cl)C(=O)COC(=O)c1ccc(Cl)nc1
-0.5,3,COc1cccc(NS(=O)(=O)c2ccc3c(c2)CC(=O)N3)c1
0.1,4,COC(=O)c1cc2n(n1)CCN(Cc1cccc(OC)c1)C2=O
-0.3,13,CCC(C)(C)C1CCc2[nH]nc(C(=O)NCCCNC(=O)OC(C)(C)C)c2C1 (configuration not stated)
-1.0,4,O=C(COC(=O)c1c[nH]c2ccccc12)NC1CCCC1
0.5,22,CCCNC(=O)c1ccccc1NC(=O)c1ccc(CSc2ccccc2)cc1
-0.1,48,CCCCNC(=O)c1onc(CSc2ccc(F)c(F)c2)c1C(=O)O

Additional entries follow.
STK33 kinase inh,OX1R FRET antag,mol
-0.2,13,Cc1c(NC(=O)CSc2ccc(Cl)cc2)cccc1-c1nc2ncccc2o1
0.0,6,COCc1cc(CN2CCCC(C(=O)Nc3cccc(-n4cnnn4)c3)C2)ccc1OC (configuration not stated)
0.0,20,CSC1=NCCN1S(=O)(=O)c1ccc2ccccc2c1
-1.1,10,CC(C)(C)N(Cc1ccccc1)C(=O)COC(=O)c1ccc2ccccc2n1
-1.3,12,COc1ccc(O[C@H]2C=C[C@@H](c3ccccc3)O[C@@H]2COC(=O)CC/C(C)=N/OC[C@@H](O)[C@H]2O[C@@H]3OC(C)(C)O[C@@H]3[C@H]2O)cc1
0.8,6,Cc1nnc2sc(SCc3cccc(Cl)c3)nn2c1=O
.,17,O=C(COC(=O)CCC(=O)c1ccc(Cl)cc1)NCc1ccco1
-0.5,13,COc1ccc(S(=O)(=O)N2CCOC2CNC(=O)C(=O)NCc2ccc(F)cc2)cc1OC (configuration not stated)
-1.1,28,Nc1cc(OC(=O)c2cccs2)nn1S(=O)(=O)c1ccccc1
-0.6,14,O=C1NC[C@@H](c2ccccc2)OC(=O)[C@@H](Cc2ccc(F)cc2)CC/C=C/C[C@@H]1CC(=O)N(CCO)Cc1ccccc1

Ordered by the number under STK33 kinase inh (largest number first): four from the list above.
STK33 kinase inh,OX1R FRET antag,mol
0.4,14,Cc1cccc(CSCCNC(=O)CCSc2ccccc2)c1
0.0,4,CC1CCCC(C)N1C(=O)COC(=O)c1ccc(O)cc1 (configuration not stated)
-0.5,3,COc1cccc(NS(=O)(=O)c2ccc3c(c2)CC(=O)N3)c1
-1.8,10,Cc1ccc(S(=O)(=O)Nc2nc(C)cc(-n3nc(C)cc3C)n2)cc1

(more compounds)
STK33 kinase inh,OX1R FRET antag,mol
-1.3,7,CCCCC(=O)NCCc1ccc(OC)cc1
-3.1,42*,COn1c(=O)c(-c2ccccc2)[n+]([O-])c2ccccc21
1.0,29,CCCCn1c(N)c(N(CCOC)C(=O)CSc2nnc(-c3ccc(C(C)(C)C)cc3)n2N)c(=O)[nH]c1=O
-0.5,16,COc1ccc(CNC(=O)CN2C(=O)CC(c3ccccc3)=Nc3ccccc32)cc1
-1.6,7,CCN(c1ccccc1)S(=O)(=O)c1ccc(C(=O)NCCCn2ccnc2)cc1
0.5,11,CCOc1ccc(NC(C)=O)cc1
-1.9,8,CCOC(=O)c1ccc(-n2c(N)c(C(=O)NCc3ccco3)sc2=S)cc1
-0.5,23,CC(C)(C)NC(=O)CCN1CCOCC1
-1.4,27,CC(C)(C)c1ccc(C(=O)NCc2nnc(SCC(=O)NC3CCCC3)o2)cc1
-1.3,-5,O=C(NCc1ccc2c(c1)OCO2)c1cc(-c2ccc(Cl)cc2Cl)on1

(continued)
STK33 kinase inh,OX1R FRET antag,mol
-1.0,65*,N#Cc1c(-c2ccc([N+](=O)[O-])cc2)nc2n(c1=O)CCS2
0.3,17,CN1CCN(C(=O)CN(C)S(=O)(=O)c2ccc3ccccc3c2)CC1
-1.0,9,COc1cccc(S(=O)(=O)Nc2ccc3sc(C)nc3c2)c1
0.6,6,O=C(Nc1ccncc1)Nc1cccc(Cl)c1
-0.3,7,O=C(Nc1nnc(COc2ccc(Br)cc2)s1)c1ccco1
-0.7,18,CCOC(=O)CNc1nc(Cl)nc(Nc2ccccc2)n1
-2.5,23,COCc1cc(C)nc(N2CCc3ccccc32)c1C#N
-0.4,17,CC(=O)N/N=C(\C)c1cccc(NC(=O)c2cccs2)c1
-1.7,3,C=C(C)C1CC=C(C)/C(=N/NC(=O)CNc2ccc(C)cc2C)C1 (configuration not stated)
0.0,19,CCCOc1ccc(/C=N/Nc2cc(N3CCOCC3)ncn2)c(O)c1

For convenience, some entries already given.
STK33 kinase inh,OX1R FRET antag,mol
-2.5,23,COCc1cc(C)nc(N2CCc3ccccc32)c1C#N
-0.4,17,CC(=O)N/N=C(\C)c1cccc(NC(=O)c2cccs2)c1
-1.7,3,C=C(C)C1CC=C(C)/C(=N/NC(=O)CNc2ccc(C)cc2C)C1 (configuration not stated)
0.0,19,CCCOc1ccc(/C=N/Nc2cc(N3CCOCC3)ncn2)c(O)c1

Further entries:
STK33 kinase inh,OX1R FRET antag,mol
-1.6,6,Cc1ccc(N(Cc2ccccc2F)S(C)(=O)=O)c(C)c1
0.8,3,Cc1ccc(C)c(NC(=O)CN(C)C(=O)CN2C(=O)NC3(CCc4ccccc43)C2=O)c1 (configuration not stated)
0.0,4,O=C(COC(=O)C1=NN(c2ccccc2)C(=O)CC1)NCc1ccccc1Cl
-2.2,9,O=C(c1ccc(F)cc1)n1ccc(-c2cnc(-c3ccccc3)s2)n1
-0.7,1,CCCN1CNC(=S)N(c2ccc(C)cc2C)C1
-0.7,16,COC(=O)c1cn(CCC#N)nc1-c1ccc2ccccc2c1
-1.0,16,O=C(CSc1ccccc1F)NC(=O)NCc1ccco1
-1.2,8,O=S(=O)(c1ccc(OCC(O)CN2CCN(c3ccccc3O)CC2)cc1)N1CCOCC1 (configuration not stated)
-1.0,6,O=C(CN1CCOCC1)Nc1ccc(Oc2ccccc2)cc1
-0.7,7,Cn1c(CN2CCOCC2)nc2cc(NC(=O)COc3ccccc3)ccc21

Records listed above shown as hits in OX1R FRET antag.
STK33 kinase inh,OX1R FRET antag,mol
-3.1,42*,COn1c(=O)c(-c2ccccc2)[n+]([O-])c2ccccc21
-1.0,65*,N#Cc1c(-c2ccc([N+](=O)[O-])cc2)nc2n(c1=O)CCS2

The list continues:
STK33 kinase inh,OX1R FRET antag,mol
-2.2,10,COc1ccc(NC(=O)CSc2nc(C)cc(C(F)(F)F)n2)cc1
-0.8,13,O=C(CCN1CCN(CCO)CC1)Nc1ccc(OCc2ccccc2)cc1
-1.8,15,COc1ccc(NS(=O)(=O)c2cc(NC(=O)c3ccccc3F)ccc2N2CCCC2)cc1
-0.8,64*,Cc1ccc(-c2csc(=Nc3cccnc3)n2CCCN2CCCC2=O)cc1C
0.4,6,O=C(c1ccccc1)N1CCN(c2ccc([N+](=O)[O-])c(NCc3ccco3)c2)CC1
-0.8,8,O=C(NCCCN=C1NS(=O)(=O)c2ccccc21)c1ccco1
-0.4,11,Cc1ccc(C(=O)NNc2cc(=O)n(C)c(=O)n2C)cc1C
0.1,11,Cc1cc(C)nc(/N=C2\NC(=O)CC3C(=O)NCCN23)n1 (configuration not stated)
-1.4,5,CC1=C(C(=O)OC(C)C)C(c2cccs2)NC(=O)N1 (configuration not stated)
0.2,18,CCn1c(N)c(C(=O)N2CCOCC2)sc1=S
0.2,2,CCOc1ccc(NC(=S)NCCCc2ccccc2)cc1
-0.7,16,CCc1ccc(N2CC(C(=O)OCC(=O)c3c(N)n(CC(C)C)c(=O)n(C)c3=O)CC2=O)cc1 (configuration not stated)

Source: PubChem BioAssay
